# Assay outcomes from PubChem.
# AmpC inh det: AmpC beta-lactamase inhibition, detergent assay; P00811; purified AmpC, nitrocefin hydrolysis with detergent; Potency, µM (series often up to 28.7 µM), without a hit: at the highest dose activity change, negative = inhibition; 71,000 compounds, 0.09% hits; AID 584; active = well fitted curve in the direction sought with a large enough effect; inconclusive = small, poorly fitted or top-dose-only effect
# Target sequence (P00811 whole entry, looked up): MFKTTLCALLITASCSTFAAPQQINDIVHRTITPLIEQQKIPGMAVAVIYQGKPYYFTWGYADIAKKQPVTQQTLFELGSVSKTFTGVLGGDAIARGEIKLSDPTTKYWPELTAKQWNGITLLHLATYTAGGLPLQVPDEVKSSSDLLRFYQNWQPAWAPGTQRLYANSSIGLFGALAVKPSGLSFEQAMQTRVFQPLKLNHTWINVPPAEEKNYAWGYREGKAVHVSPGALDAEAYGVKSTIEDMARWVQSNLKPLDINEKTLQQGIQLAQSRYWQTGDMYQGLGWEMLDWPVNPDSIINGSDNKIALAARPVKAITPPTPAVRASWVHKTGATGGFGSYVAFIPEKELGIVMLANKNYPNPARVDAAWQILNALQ
#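 E. coli AmpC (5.3 nM) in 20 mM phosphate pH 7.0 with 0.01% Triton X-100, preincubated 15 min RT with compound; nitrocefin (2 uL of 800 uM stock) hydrolysis followed by 480 nm absorbance every 20 s over 4 min.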
# Starred values were filed as active, the others as inactive; ? = inconclusive; [ ] = another dose, or the depositor's remark. % is scaled to controls: 0 for no effect and ±100 for the full control effect; potency is read from the fitted curve at half-maximal effect.
SMILES	AmpC inh det
N#C/C(=C(/O)CSc1nnc(Cc2cccs2)n1C1CCCCC1)c1nc2ccccc2[nH]1	10%
Cn1nccc1C(=O)NCCN1C(=O)OC(C)(C)C1(C)O (stereo not given)	-4%
COc1ccc(C2CC(=O)c3c(C)nc(N4CCN(c5ccccc5)CC4)nc3C2)cc1 (stereo not given)	-1%
COCCN(C(=O)c1csnn1)C(C(=O)NC1CCCCC1)c1cccs1 (stereo not given)	0%
C=CCNC(=O)CCCOc1cc(C)ccc1C	-2%
C=CCNc1oc(-c2ccc(OCC)cc2)nc1C#N	8%
COc1ccc(-n2c(Cc3cccn3C)nnc2SCC(=O)Nc2cccc(OC)c2)cc1	11%
COc1ccc(OC)c(NC(=O)c2c(NC(=O)c3ccco3)sc3c2CCC3)c1	1%
C=C(C)Cn1c(CCCNC(=O)CC)nc2ccccc21	-3%
Cc1ccc(N2C(=O)c3ccc(C(=O)NCCN4CCOCC4)cc3C2=O)cc1	-2%
COC(=O)N1CCC2(CCN(C(=O)NC(C)C)CC2)CC1	-2%
O=C(NCC1CCCO1)c1c(O)c2ccccc2[nH]c1=O (stereo not given)	12%
CN(C)c1ccc(C(c2nnnn2CCOC(=O)Nc2ccc(Cl)cc2)N2CCOCC2)cc1 (stereo not given)	12%
CN1CCN(c2ncc3nc(-c4ccccc4)c(=O)n(C)c3n2)CC1	2%
OCC(CO)(CO)N=Cc1c(O)ccc2ccccc12	0%
COc1ccc(CCNc2nc(-c3ccco3)cc(C(F)(F)F)n2)cc1OC	-1%
COc1ccc(NC(=O)C2Cc3ccccc3CN2C(=O)c2ccccc2)cn1 (stereo not given)	12%
O=C(c1ccc(N2CCCC2=O)cc1)N1CCCCCC1	-4%
Cc1csc(C(C#N)C(=O)c2ccncc2)n1 (stereo not given)	3%
Cc1ccccc1-c1ccc(C=Nc2c(C)n(C)n(-c3ccccc3)c2=O)o1	4%
CC(=O)Nc1ccc(S(=O)(=O)Nc2nccc(C3Cc4ccccc4C(=O)O3)n2)cc1 (stereo not given)	-2%
CSc1nc(N)nc(SC2C=CCCC2)c1C#N (stereo not given)	-1%
O=C(OCc1cc2ccccc2[nH]c1=O)c1ccco1	-1%
C#CCN(C)[C@H](C)Cc1ccccc1	-3%
O/N=C1/CCCCC1c1ccccn1 (stereo not given)	7%
COc1ccc2[nH]cc(CCNc3nc(-c4ccccc4OC)nc4ccccc34)c2c1	10%
CC(C)Cc1cc(C(=O)NCc2ccco2)no1	10%
COCCNC(=O)CN(C)S(=O)(=O)c1ccc2c(c1)OCCO2	6%
CCn1cc(C(=O)N2CCc3ccccc32)c(=O)c2cc(S(=O)(=O)N3CCOCC3)ccc21	26%
COCCn1c(=O)c(-c2ccc(OC)cc2)nc2cnc(Oc3cccc(Cl)c3)nc21	4%
CCn1c2ccc(CC(=O)O)cc2c2cc(CC(=O)O)ccc21	-1%
O=C(c1ccccc1)n1nc(-c2ccccc2)nc1NCc1ccco1	12%
O=C(CN1CCCCC1)Nc1ccc(S(=O)(=O)NC2CCCCC2)cc1	-2%
Cc1ccc(S(=O)(=O)n2nc(-c3ccco3)nc2SCc2ccccc2)cc1	-3%
COc1ccc(CN2C(=O)c3cccnc3C2Nc2cc(Cl)ccc2OC)cc1 (stereo not given)	-3%
COC(=O)c1cc(Br)c(=O)n(Cc2ccc(C(=O)O)cc2)c1	0%
Cc1noc(C)c1C(=O)N1CCN(c2ncccn2)CC1	-1%
CC(=O)N1CCc2cc(S(=O)(=O)CCC(=O)Nc3ccc4c(c3)OCCO4)ccc21	-4%
CCN(CCCNC(=O)C1CCN(S(=O)(=O)N2CCC3(CC2)OCCO3)CC1)c1ccccc1	-2%
Cc1cc2nnc(SCc3ccccc3)n2c(N)n1	-3%
CCn1cc(C(=O)N2CCOCC2)c(=O)c2cc(S(=O)(=O)N(C)C3CCCCC3)ccc21	9%
CC(C)c1nc(SCC(=O)NCc2ccccc2)n[nH]1	0%
Cn1c(/C(C#N)=C/C2CC=CCC2)nc2ccccc21 (stereo not given)	0%
CCCCCCCCCCCCCCCC[n+]1ccccc1	9%
CCc1ccc(Nc2ncc3c(n2)CC(c2ccco2)CC3=O)cc1 (stereo not given)	-3%
CCOC(=O)N1CCN(c2ncnc3c2oc2nc(CC(C)C)c4c(c23)CCC4)CC1	-1%
COc1ccc(N2CCN(C(=O)c3sc4nc(-c5ccc(F)cc5)cn4c3C)CC2)cc1	6%
CC1CCN(c2nc3c(c(=O)n(C)c(=O)n3C)n2CCSc2nc3ccccc3s2)CC1	-1%
Cc1nc2c(C(=O)O)cnn2c(C)c1Cc1ccccc1F	1%
CCOC(=O)N1CCN(C(=O)C2CC(=O)N(Cc3ccc(OC)cc3)C2)CC1 (stereo not given)	-3%

# Looked up by compound from the entries so far:
SMILES	AmpC inh det
CC1CCN(c2nc3c(c(=O)n(C)c(=O)n3C)n2CCSc2nc3ccccc3s2)CC1	-1%
Cc1noc(C)c1C(=O)N1CCN(c2ncccn2)CC1	-1%
CC(=O)N1CCc2cc(S(=O)(=O)CCC(=O)Nc3ccc4c(c3)OCCO4)ccc21	-4%
COc1ccc2[nH]cc(CCNc3nc(-c4ccccc4OC)nc4ccccc34)c2c1	10%

# Later entries:
SMILES	AmpC inh det
O=S(=O)(Nc1ccc2c(c1)OCCO2)c1cccc2cccnc12	11%
Cc1cc(-c2ccccc2)c(C#N)c(SCC(N)=O)n1	5%
CCOc1ccc(N2CC(O)Cn3c2nc2c3c(=O)n(CCCc3ccccc3)c(=O)n2C)cc1 (stereo not given)	7%
COc1ccccc1NS(=O)(=O)c1ccc2oc(SC3CCOC3=O)nc2c1 (stereo not given)	-6%
COCCn1nnnc1C(c1cc2cc(C)ccc2[nH]c1=O)N1CCN(C2CCCCC2)CC1 (stereo not given)	13%
O=C(CSc1nnc(-c2cccnc2)n1C1CCCCC1)NC1CCCC1	14%
CCC(C)n1c(C)nc2c(c1=O)c1nc3ccccc3nc1n2-c1ccc2c(c1)OCCO2 (stereo not given)	0%
Cc1cccc(CSc2nnc(Cn3c(=O)sc4ccccc43)n2C)c1	7%
Cc1noc(/C=C/N(C)C)c1S(=O)(=O)N1CCCC(C(=O)NCc2ccccc2Cl)C1 (stereo not given)	-5%
O=C(O)CCCC(=O)N1CCc2cc(S(=O)(=O)N3CCc4ccccc43)ccc21	12%
Cc1cc(N2CCCc3ccccc32)n2ncnc2n1	10%
COC(=O)c1ccc(C2C(C(=O)Nc3ccccc3C)=C(C)Nc3ncnn32)cc1 (stereo not given)	0%
Cc1ccccc1S(=O)(=O)Cc1ccc(C(=O)N2CC(C)CC(C)C2)o1 (stereo not given)	10%
CC(C)NC(=O)N(O)C1N(Cc2ccc3c(c2)OCO3)C(=S)SC1(C)C (stereo not given)	2%
CCOC(=O)c1ccc(CNC(=O)c2cc3cccc(OC)c3oc2=O)o1	-3%
CS(=O)(=O)N1CCCC(C(=O)NCc2ccco2)C1 (stereo not given)	-5%
O=C(c1ccncc1)N1CCC2(CC1)CN(Cc1ccccc1)C2	2%
COc1cccc(-n2nnnc2SCC(=O)c2ccc(NC(C)=O)cc2)c1	12%
CC(C)CNC(=O)c1cccc(NC(=O)c2ccc(NC(=O)c3ccco3)cc2)c1	-1%
CC(=O)Nc1ccc(Cl)c(C(N)=O)c1	-6%
Cc1noc(C)c1S(=O)(=O)N(CC(=O)N1CCc2ccccc21)c1ccc(C(C)C)cc1	14%
COCC(=O)Nc1sc2c(c1C(=O)OC)CCCC2	-3%
C/C(CC(O)c1ccc2ccccc2n1)=N/O (stereo not given)	-1%
CN1CCN(C2=Nc3ccccc3Oc3ccc(Cl)cc32)CC1	-1%[12.8 µM]
CCCCn1c(CNC(=O)CC)nc2ccccc21	10%
COc1ncc2nc(-c3cn(C)c4ccccc34)c(=O)n(CCc3ccccc3)c2n1	-2%
N#CCc1ccc(NC(=O)Nc2cccc(Cl)c2)cc1	-2%
O=C(CN1C(=O)CSc2ccccc21)NCCC1=CCCCC1	2%
N#Cc1cccc(NC(=O)N2CCCC3(CCN(C(=O)c4cccc(F)c4)CC3)C2)c1	-1%
O/N=C1\CC/C(=N\O)c2nn(-c3ccccc3Cl)nc21	-2%
c1ccc(-c2cc3c(nn2)CCc2nonc2-3)cc1	11%
c1csc(CNc2ncnc3ccc(-c4ccoc4)cc23)c1	6%
O=C(CCSc1ccccc1)N1CCOCC1	-9%
COc1ccc(CC(NC(C)=O)C(=O)N2CCN(C(=O)Nc3ccc(Cl)cc3)CC2)cc1OC (stereo not given)	11%
CCOc1ccccc1N(CC(=O)OC)S(C)(=O)=O	1%
CC(C)OS(C)(=O)=O	7%
COc1ccc(CN(CC(=O)NCC2CCCO2)C(=O)CNS(=O)(=O)c2ccc(C)cc2)cc1 (stereo not given)	-4%
O=C(Nc1nccs1)c1ccc(COc2ccc(Cl)cc2)o1	-6%
Cc1ccc(C2CCN(C(=O)Nc3ccccc3)C2)cc1 (stereo not given)	-10%
COC(=O)c1cc(Br)c(=O)n(CCN(C(C)C)C(C)C)c1	-1%
O=C(COC(=O)CCc1nc2ccccc2s1)Nc1ccc(S(=O)(=O)N2CCOCC2)cc1	-1%
CC(=O)Nc1ccc2oc(-c3ccccc3Br)nc2c1	-3%
CC1(C)Cc2c(sc3c2c(=N)n(Cc2ccco2)c(=O)n3CC(=O)Nc2ccccc2)CO1	14%
Cc1nn(-c2nc3ccccc3s2)c(N)c1-c1ccc(Cl)cc1	1%
Cc1nn(Cc2ccc(C(=O)Nc3ccc(C(=O)OC(C)C)cc3)o2)c(C)c1Cl	-4%
CC1CN(C(=O)CN2C(=O)c3ccccc3S2(=O)=O)CC(C)O1 (stereo not given)	-1%
O=C(CSc1ncnc2sc3c(c12)CCCCC3)NCc1ccco1	-5%
O=C(CNC(=O)c1ccco1)Nc1cc(Cl)ccc1N1CCOCC1	0%
O=C(CSc1ncnc2c1cnn2-c1ccccc1)Nc1ccccc1	-4%
COC(=O)c1ccc(NC(=O)CN2CCCC2)cc1	6%

# (cont.)
SMILES	AmpC inh det
COc1ccc(N/C(N)=N/c2nc(CSc3ccc(C)cc3)cc(=O)[nH]2)cc1	-3%
Cc1ccc(C2NC(=O)c3c(sc4c3CCN(C)C4)N2)o1 (stereo not given)	15%
Clc1ccc(Cn2nnc(-c3ccc(CN4CCOCC4)cc3)n2)cc1	6%
O=C(O)c1ccccc1NCc1ccncc1	0%
Cn1cccc1C1(C(F)(F)F)NCCNC1=O (stereo not given)	0%
CC(=O)c1cccc(NC(=O)N2CCCC2C(=O)NCc2ccc(F)cc2)c1 (stereo not given)	-1%
CCOc1ccc(C(=O)Nc2cc(C)on2)cc1OCC	-2%
CC(C)OCCCNC(=O)c1cccs1	-8%
N#Cc1c(C(F)(F)F)cc(C2CC2)[nH]c1=O	15%
O=C(OCN1C(=O)c2ccccc2C1=O)c1cccs1	2%
COC(=O)[C@H](CCSC)NC(=O)NCc1ccccn1	1%
O=C(O)c1ccc(NC(=O)C2CCCCC2)cc1	-2%
CCOC(=O)N1CCN(C(c2ccc(C(C)C)cc2)c2sc3nc(C)nn3c2O)CC1 (stereo not given)	8%
CCOc1ccccc1-n1c(SCC(N)=O)nnc1-c1cccnc1	-2%
Cc1nc2ccc(S(=O)(=O)NCC(=O)NCCN3CCCCC3C)cc2s1 (stereo not given)	0%
O=C(C1CC(c2ccc(F)cc2)=NO1)N1CCc2ccccc2C1 (stereo not given)	12%
COCC(=O)NC1CCN(C(=O)Nc2ccc(Br)cc2)CC1	-5%
CC(C)n1ncc(C(N)=O)c1N	-5%
CC1CCN(c2nc(-c3ccco3)c3c(c2C#N)CC(C)(C)OC3)CC1	14%
CCc1nnc(NC(=O)CSc2nnc(-c3ccco3)n2C)s1	1%
CC(=O)NCCC(Cc1ccccc1)c1ccco1 (stereo not given)	-3%
Cc1ccc(-n2nnnc2SCc2nnc(-c3ccccc3Br)o2)c(C)c1	-1%
Fc1ccc(Nc2nc(-c3ccoc3)nc3ccccc23)cc1	7%
CCOc1ccc(C(=O)Nc2ccncc2)cc1	-1%
CC(=O)c1cc2c(cc1NC(=O)CN1CCN(c3ccc(F)cc3)CC1)OCO2	0%
CCn1cc(Br)c(C(=O)N(C)Cc2ccccc2)n1	-2%
Cc1[nH]c2ccc(Br)cc2c(=O)c1CN1CCCCC1	1%
COc1cc(C(=O)NCc2ccc(-c3nc4ccccc4o3)cc2)cc(OC)c1OC	-2%
O=C(N/N=C\c1ccc([N+](=O)[O-])o1)c1ccc(O)cc1	0%[12.8 µM]
CCCCSc1nc(C)c(CC(=O)O)c(=O)[nH]1	10%
CC1(C)S[C@@H]2[C@H](NC(=O)[C@@H](N)c3ccccc3)C(=O)N2[C@H]1C(=O)O[C@H]1OC(=O)c2ccccc21	?
COC(=O)c1cnn2c(C(F)(F)F)cc(-c3ccco3)nc12	-2%

# A different layout for part of the listing above.
CC1(C)S[C@@H]2[C@H](NC(=O)[C@@H](N)c3ccccc3)C(=O)N2[C@H]1C(=O)O[C@H]1OC(=O)c2ccccc21
- AmpC inh det = ?
Cc1[nH]c2ccc(Br)cc2c(=O)c1CN1CCCCC1
- AmpC inh det = 1%

# 3 compounds already listed, ordered by number of heavy atoms, largest number first.
SMILES	AmpC inh det
COc1cc(C(=O)NCc2ccc(-c3nc4ccccc4o3)cc2)cc(OC)c1OC	-2%
COC(=O)c1cnn2c(C(F)(F)F)cc(-c3ccco3)nc12	-2%
O=C(N/N=C\c1ccc([N+](=O)[O-])o1)c1ccc(O)cc1	0%[12.8 µM]

# These rows are one share of the data (hit frequency here may not be typical).
